# Screening results as filed in PubChem BioAssay.
# GSIS activator – GLuc luminescence reporter in INS-1E cells, primary screen for activators of glucose-dependent secretion of insulin; INS-1E GLuc reporter insulin secretion, 2-3 h; activation, % at 16.6 µM; 370,000 compounds, 0.61% hits; AID 743287, 2014;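 active = lowest replicate activation of at least 40%, so every replicate reaches that level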;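 also: 0% = median of neutral control wells and 100% = median of IBMX positive control wells; some compounds called inactive have numbers as strong as hits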
# PAX8 inh HTS – inhibitors of PAX8-driven TPO luciferase reporter, primary screen, RMG-I cells, single concentration. inhibition, % at 12.6 µM. AID 652154, 2013. 360,000 compounds, 1.2% hits. SteadyGlo, 24 h;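 active = mean replicate inhibition at least 60% with every replicate also reaching 60%; inconclusive = only one of the two criteria is met; inactive = mean below 60% and not all replicates reaching 60%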;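 also: luciferase light reporting Pax8 driven TPO promoter activity; plate controls were median of neutral control wells for no effect and mitoxantrone controls for full effect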
# LGR2 inh – inhibitors of bursicon-induced LGR2 CRE-luciferase signal, primary screen, cell-based, HEK293, CRE-luciferase reporter, bursicon stimulation; Drosophila bursicon receptor LGR2 (rickets); bursicon-stimulated, 4 h; inhibition, % at 9.99 µM; 380,000 compounds, 0.35% hits; AID 720647, 2013;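 active = drop in luminescence signal, shown as inhibition above about 50% in the replicate tests, limit read from the data, passing the limit was not always enough; inconclusive = probably only some replicates passing the limit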;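 also: agonist challenge used bursicon conditioned medium at about half maximal strength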
# An asterisk follows results filed as active; ? = inconclusive; & = joins results of further samples. The list is partial; count on the stated rates, not on these rows.
# Start of the data: the first six entries as a preview:
SMILES,GSIS activator,PAX8 inh HTS,LGR2 inh
CCOP(=O)(OCC)/C(C#N)=C/c1ccc(Br)cc1,-4.0,0.4,20.9
COc1ccccc1[As](=O)(O)CC(O)COc1ccc(Cl)cc1Cl (stereo unspecified),6.2,10.8,-6.4
CC1CCCC(C)N1/N=C/c1c[nH]c2ccc(Br)cc12 (stereo unspecified),-14.0,31.1,-1.0
C[C@@H]1COc2cccc(N3CCN(C)CC3)c2S(=O)(=O)N1,9.8,-11.0,0.3
O=c1c2ccccc2nc(/C=C/c2ccccc2O)n1-c1ccccc1O,8.5,29.9,2.7
Cc1ccc(OC(=O)N(C)C[C@@H]2OCc3ccccc3-c3c(n(C)c4ccccc34)C(=O)N([C@H](C)CO)C[C@H]2C)cc1,-42.9&-20.7,23.1,7.3

# All compounds of this part, from the start:
SMILES,GSIS activator,PAX8 inh HTS,LGR2 inh
CCOP(=O)(OCC)/C(C#N)=C/c1ccc(Br)cc1,-4.0,0.4,20.9
COc1ccccc1[As](=O)(O)CC(O)COc1ccc(Cl)cc1Cl (stereo unspecified),6.2,10.8,-6.4
CC1CCCC(C)N1/N=C/c1c[nH]c2ccc(Br)cc12 (stereo unspecified),-14.0,31.1,-1.0
C[C@@H]1COc2cccc(N3CCN(C)CC3)c2S(=O)(=O)N1,9.8,-11.0,0.3
O=c1c2ccccc2nc(/C=C/c2ccccc2O)n1-c1ccccc1O,8.5,29.9,2.7
Cc1ccc(OC(=O)N(C)C[C@@H]2OCc3ccccc3-c3c(n(C)c4ccccc34)C(=O)N([C@H](C)CO)C[C@H]2C)cc1,-42.9&-20.7,23.1,7.3
C[N+]1(CC(COCc2ccccc2)OC(=O)Cc2ccccc2)CCOCC1 (stereo unspecified),-0.9,9.2,5.0
CCOC(=O)[C@]12Cc3c(cc(OC)c(OC)c3OC)[C@H]1N(C1CCCCC1)C(=O)c1ccccc12,-32.2,88.9*,?
COc1ccc2nc(-c3ccc(CN4CCC(n5nnc6ccccc65)CC4)cc3)c(-c3ccccc3)nc2c1,-4.7,20.8,37.3
Cc1cc(C)cc(-n2c(O)c(C=Nc3ccc(N4CCOCC4)cc3)c(=O)[nH]c2=S)c1,-2.0,-3.2,-1.6
CCOC(=O)[C@]12Cc3ccccc3[C@H]1N(C)C(=O)c1cc(OC)ccc12,37.6,-10.5,28.2
O=c1[nH]c(=O)n(-c2ccccc2)c(O)c1C=NC12CN3CN(CN(C3)C1)C2,-15.0,-6.1,6.3

# Retrieved one by one from the list above, two records:
SMILES,GSIS activator,PAX8 inh HTS,LGR2 inh
COc1ccc2nc(-c3ccc(CN4CCC(n5nnc6ccccc65)CC4)cc3)c(-c3ccccc3)nc2c1,-4.7,20.8,37.3
Cc1cc(C)cc(-n2c(O)c(C=Nc3ccc(N4CCOCC4)cc3)c(=O)[nH]c2=S)c1,-2.0,-3.2,-1.6

# Going on with the list:
SMILES,GSIS activator,PAX8 inh HTS,LGR2 inh
C[C@H]1CN([C@@H](C)CO)C(=O)c2c(c3ccccc3n2C)-c2ccccc2CO[C@H]1CN(C)C(=O)Oc1ccccc1,-28.7,5.0,-5.2
CN1C(=O)NC(=O)/C(=C\C=C\c2ccccc2[N+](=O)[O-])C1=O,-6.8,9.9,-3.0
CN1C[C@H](O)[C@H]2C[C@@H]1c1ccccc1O2,17.0,-0.3,-21.7
N#Cc1ccc2nc(-c3ccc(CN4CCC(n5c(=O)[nH]c6cc(Cl)ccc65)CC4)cc3)c(-c3ccccc3)nc2c1,-41.7,37.0,8.1

# Looked up above.
# CN1C[C@H](O)[C@H]2C[C@@H]1c1ccccc1O2 in GSIS activator is listed with 17.0
# N#Cc1ccc2nc(-c3ccc(CN4CCC(n5c(=O)[nH]c6cc(Cl)ccc65)CC4)cc3)c(-c3ccccc3)nc2c1 in GSIS activator is listed with -41.7
# CN1C(=O)NC(=O)/C(=C\C=C\c2ccccc2[N+](=O)[O-])C1=O in PAX8 inh HTS is listed with 9.9
